HCV inhibitor: blocks hepatitis C virus; Huh7.5.1 HCVcc-Cre infection, luciferase reporter, 44 h; Potency, µM (doses to about 41.8 µM), for inactives: at the top dose activity change, negative = inhibition, most hits filed as inhibitors; 340,000 compounds, 3.4% hits; AID 651820; also: potency is read from the fitted curve at half-maximal effect; % is scaled to controls: 0 for no effect and ±100 for the full control effect
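Antiviral activity was scored by luciferase reporter output from cells infected with HCVcc-Cre (~0.5 moi) in presence of compound, 44 h infection period, cells seeded 1,000/well 4 h prior.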
Pf growth 48h: inhibits P. falciparum growth in the first generation, 48 h | P. falciparum luciferase growth in erythrocytes, 48 h | Potency, µM (titrated, usually from 28.7 µM), inactives show at the top dose activity change, negative = inhibition, hits mostly inhibitors | 310,000 compounds, 5.9% hits; also: potency is read from the fitted curve at half-maximal effect; % is scaled to controls: 0 for no effect and ±100 for the full control effect
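Cell-based growth assay: transgenic P. falciparum expressing firefly luciferase, cultured in red cells within RPMI 1640 containing 0.5% w/v Albumax, 24 mM bicarbonate and gentamycin. A drop in luciferase activity indicates inhibition.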
Pf growth 96h: P. falciparum growth inhibition at 96 hour, primary screen for plastid delayed-death inhibitors | P. falciparum luciferase reporter growth, 96 h | Potency, µM (highest dose often 28.7 µM), without a hit: at the highest dose activity change, negative = inhibition, hits mostly inhibitors | 320,000 compounds, 6.9% hits | AID 504834; also: potency is read from the fitted curve at half-maximal effect; % is scaled to controls: 0 for no effect and ±100 for the full control effect
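P. falciparum expressing integrated firefly luciferase, in erythrocytes at 2% hematocrit, 0.05% parasitemia, incubated with compounds 96 h at 37 C, 5% CO2. Growth inhibition read as loss of luminescence; two-generation exposure targets delayed-death apicoplast inhibitors.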
Giardia FBPA inh: Giardia lamblia aldolase inhibition. 290,000 compounds, 0.71% hits. purified Giardia FBPA. A8B2U2. Potency, µM (doses to about 59.6 µM), for the others: at the top dose activity, negative = inhibition, most hits filed as inhibitors; also: potency is read from the fitted curve at half-maximal effect; % is scaled to controls: 0 for no effect and ±100 for the full control effect; nearly all actives have a fitted effect of over 55% in size
Target sequence (A8B2U2 whole entry, looked up): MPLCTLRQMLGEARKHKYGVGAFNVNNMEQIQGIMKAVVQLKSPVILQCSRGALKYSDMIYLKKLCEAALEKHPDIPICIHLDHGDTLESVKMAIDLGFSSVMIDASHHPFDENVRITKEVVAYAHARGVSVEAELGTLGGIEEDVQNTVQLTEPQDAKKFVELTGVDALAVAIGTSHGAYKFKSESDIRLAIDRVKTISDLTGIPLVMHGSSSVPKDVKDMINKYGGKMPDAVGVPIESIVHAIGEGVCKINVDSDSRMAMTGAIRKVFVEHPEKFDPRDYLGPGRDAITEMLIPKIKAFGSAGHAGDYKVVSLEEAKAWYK
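Giardia FBPA (40 nM reagent) was preincubated 10 min at RT with compound (up to 57.5 uM final), then substrate plus GAPDH/TPI/NAD/arsenate coupling system with diaphorase/resazurin was added; resorufin fluorescence (525/598 nm) was read after 20 min.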
Shiga toxin inh: Shiga toxin inhibition. inhibition, % at 38.7 µM. AID 2315. Vero cells, Shiga toxin protein synthesis inhibition reporter. 290,000 compounds, 9.2% hits; in the data active = inhibition mostly above about 28%, no sharp cut-off; inactive = mostly below about 43%; also: 0% is about no effect
Cycloheximide cs: counter-screen for Shiga toxin inhibitors: cycloheximide protein synthesis inhibition; cell reporter, cycloheximide protein synthesis inhibition counterscreen; max response, %; 300,000 compounds, 12% hits; AID 2314; in the data active = max response mostly above about 13%, no sharp cut-off; inactive = mostly below about 14%; also: read at 38.3 µM for the half of the compounds with a filed dose; 0% is about no effect
Starred values were filed as active, the others as inactive; ? = inconclusive; · = not tested or not shown; & = joins results of further samples; [ ] = remark or other dose. Unless noted, calls follow the shape of the dose curve; as a rule, active = well fitted curve in the direction sought with a large enough effect; inconclusive = small, poorly fitted or top-dose-only effect, or another doubt; inactive = no such curve, though single readings can be large; an effect the other way counts as inactive or inconclusive.

The opening 7 records (preview)
SMILES	HCV inhibitor	Pf growth 48h	Pf growth 96h	Giardia FBPA inh	Shiga toxin inh	Cycloheximide cs
C=C(C)COc1ccc(-c2[nH]ncc2-c2ccc(Br)cc2)c(O)c1	?	3.7µM*	1.7µM*	0%	-11	-4
CCCCCCc1nc2ccccc2c(=O)n1N	11%	17%	?	0%	21	21
CCC(=O)Nc1ccc(NCc2cccs2)cc1	15%	27%	16%	2%	12	11
O=C1C2C3c4ccccc4C(c4ccccc43)C2c2nc3ccccc3n21 (stereo not drawn)	?	?	-44%	-7%	-1	-1
O=C(N/C(=C/c1ccc(Br)cc1)C(=O)N1CCCC1)c1cccs1	-4%	-5%	-99%	0%	-9	-9
CC(Sc1nc2ccc(C(=O)c3ccccc3)cc2[nH]1)C(=O)O (stereo not drawn)	10%	?	19%	12%	11	-1
Cc1ccc(C)c(NC(=O)CN(C)C(=O)c2cccc(S(=O)(=O)N3CCCC3)c2)c1	-3%	?	?	·	·	·

All compounds of this part, previewed entries included:
SMILES	HCV inhibitor	Pf growth 48h	Pf growth 96h	Giardia FBPA inh	Shiga toxin inh	Cycloheximide cs
C=C(C)COc1ccc(-c2[nH]ncc2-c2ccc(Br)cc2)c(O)c1	?	3.7µM*	1.7µM*	0%	-11	-4
CCCCCCc1nc2ccccc2c(=O)n1N	11%	17%	?	0%	21	21
CCC(=O)Nc1ccc(NCc2cccs2)cc1	15%	27%	16%	2%	12	11
O=C1C2C3c4ccccc4C(c4ccccc43)C2c2nc3ccccc3n21 (stereo not drawn)	?	?	-44%	-7%	-1	-1
O=C(N/C(=C/c1ccc(Br)cc1)C(=O)N1CCCC1)c1cccs1	-4%	-5%	-99%	0%	-9	-9
CC(Sc1nc2ccc(C(=O)c3ccccc3)cc2[nH]1)C(=O)O (stereo not drawn)	10%	?	19%	12%	11	-1
Cc1ccc(C)c(NC(=O)CN(C)C(=O)c2cccc(S(=O)(=O)N3CCCC3)c2)c1	-3%	?	?	·	·	·
CN(C)S(=O)(=O)N1CCN(S(=O)(=O)c2ccc(F)cc2)CC1	16%	7%	10%	9%	7	-2
CN1CC(C(=O)c2cccc(C(F)(F)F)c2)C(c2ccc(Cl)cc2)C1 (stereo not drawn)	-17%	?	?	-3%	-6	-4
CCc1c(C)nc2cc(-c3cccs3)[nH]n2c1=O	1%	?	2.1µM*	-1%	153*	30*
Fc1ccccc1CSCc1nc2ccccc2[nH]1	5%	48%[activator]	?	-3%	101*	25*
CC1(C)CC(=O)C2=C(C1)Oc1ncn(CCCn3ccnc3)c(=N)c1C2c1ccccc1 (stereo not drawn)	?	?	?	-16%	-6	-6
CCOC(=O)c1ccc2c(c1)n(CC)c(/C=C/Nc1ccccc1)[n+]2CC	-11%	?	?	0%	-14	-4
CCCN(CCC)CCNC(=O)c1cc2c(=O)n(CC)c3ccccc3c2s1	?	?	?	4%	9	-2
Cn1ccnc1SC(C(=O)O)c1ccccc1 (stereo not drawn)	-3%	14%	-12%	14µM*	-7	-2
Cc1ccc(C(=O)O/N=C/C2=C(Cl)c3ccccc3CC2)cc1	7%	·	-24%	0%	-8	-3
CC(=O)c1ccc(NC(=O)CSc2nc(C)cc(C)c2C(N)=O)cc1	-23%	9%	42%	6%	-10	-1
CCC(C)C(NC(=O)c1ccccc1NC(=O)c1ccc(OC)cc1)C(=O)NCc1ccco1 (stereo not drawn)	?	?	?	1%	15	8
Cc1cc(NC(=O)CSc2ccccn2)cc(NC(=O)CSc2ccccn2)c1	-15%	-19%	29%	7%	-7	-2
CN1C(=O)Cc2cc(S(=O)(=O)Nc3ccc(N4CCOCC4)cc3)ccc21	-1%	-6%	16%	0%	34	-9
Cc1ccc(NC(=O)Cn2c(=O)c3cccn3c3ccccc32)cc1	-4%	-2%	?	·	-5	-2
CCN(C(=O)c1ccc(NC(C)=O)cc1)c1ccccc1C	4%	·	10%	1%	-13	9
N=C1C(c2nc3ccccc3[nH]2)=C(O)CN1C1CCCCC1	-2%	44%[activator]	42%[activator]	-12%	55*	31*
CCN(c1ccc(NC(=O)CN2C(=O)NC3(CCOc4ccccc43)C2=O)cc1)C(C)C (stereo not drawn)	?	-5%	·	-9%	12	12
COc1ccc(OC)c(S(=O)(=O)CC(O)CS(=O)(=O)c2ccccc2)c1 (stereo not drawn)	8%	-2%	36%[activator]	·	-5	-1
O=C(Nc1ccc2[nH]c(=O)[nH]c2c1)c1cccc([N+](=O)[O-])c1	21%	62%[activator]	34%[activator]	11%	-7	-2
Cc1ccc(C2CC(C(F)(F)F)n3nc(C(=O)NCc4c(C)nn(C)c4C)c(Cl)c3N2)cc1 (stereo not drawn)	8.9µM*	?	139%[activator]	2%	-1	-3
c1cncc(-c2ccnc3ncnn23)c1	9%	-9%	-12%	1%	-2	-3
CC(=O)c1cn(C(=O)c2ccc(Cl)cc2)c2ccccc12	-8%	11%	7%	10%	-3	-1
O=C(NCC1OCCCN1S(=O)(=O)c1ccc(F)cc1)C(=O)NC1CCCC1 (stereo not drawn)	13%	-19%	1%	·	-29	-2
Cc1ccc(N(CC(=O)NCc2ccc3c(c2)OCO3)C(=O)c2csnn2)cc1	9%	?	17%	2%	14	-1
CCCCn1c(O)c(N=NC(=O)c2ccncc2)c2cc(Br)ccc21	-2%	-16%	?	-6%	-3	-3
Cc1cc(C)c(NC(=O)CCCN2CCCC2)c(C)c1	8%	2%	-14%	-15%	-9	-2
COc1ccc(S(=O)(=O)N2CCC(N3CCCCC3)CC2)cc1	-21%	57%[activator]	46%[activator]	-21%	-8	0
O=C(/C=C/c1ccc(Cl)cc1)NCCCN1CCOCC1	-22%	18%	0%	1%	-4	-2
CC(=O)Nc1cc2nn(-c3ccccc3)nc2cc1C	10%	171%[activator]	13µM*	-3%	83*	59*
CCOc1ccccc1NC(=O)CCS(=O)(=O)c1cccs1	-8%	14%	29%	-12%	126*	-3
CCn1c(C2CC(=O)N(c3ccc(C)c(C)c3)C2)nc2ccccc21 (stereo not drawn)	?	?	-26%	1%	-9	-1
CCC(CC)Nc1ccc(C(CC(N)=O)NC(=O)Cc2cccc3ccccc23)cc1[N+](=O)[O-] (stereo not drawn)	6%	40%[activator]	?	4%	-4	1
COc1ccccc1OCC(=O)Nc1ccc(S(=O)(=O)Nc2nc(C)cc(C)n2)cc1	3%&2%	-12%	·	15%	-1	1
CN(CC(=O)Nc1ccc(F)cc1)C(=O)Cn1c(=O)oc2ccccc21	8%	-18%	8%	·	·	·
CCCCn1c(-c2ccc(C(C)(C)C)cc2)nc2cc3[nH]c(=O)c(C(C)C)nc3cc21	-13%	?	4.7µM*	-14%	-5	-2
COc1ccc(-c2ccc(SCC(=O)NCc3ccc4c(c3)OCO4)nn2)cc1OC	2.8µM*	26%	19%	7%	33	21
CCc1nn(C(C)C(=O)NC2CCCCCC2)c(=O)c2cc3occc3n12 (stereo not drawn)	10µM*	-2%	116%	·	7	-4
CCc1cc2cc(C(=O)N3CCN(c4ccccc4)CC3)sc2s1	-4%	·	-27%	8%	-5	-2
CCCCCCN(C(=O)CCCCCN1C(=O)NC(c2ccc(C3CCCCC3)cc2)C(C(=O)OCc2ccccc2)=C1C)C(C(=O)NCCCC)c1ccc(OCC(=O)OC)c(C(=O)OC)c1 (stereo not drawn)	·	2.9µM*	2.1µM*	3%&2%	14	-3
CC(C)NC(=O)c1ccccc1S(=O)(=O)c1ccccc1C#N	-5%	35%	2%	1%	-21	1
Cc1cc(C(=O)NC(C)c2ccncc2)cs1 (stereo not drawn)	1%	1%	8%	-7%	-13	-3
COCCSc1ccccc1C(=O)Nc1ccc([N+](=O)[O-])cc1OC	?	-11%	-2%	-1%	-5	-2
COc1cc2ccccc2cc1C(=O)Nc1ccc(O)cc1	?	?	?	-11%	63*	44*
Cc1ccc(N(CCC(=O)N2CCOCC2)S(=O)(=O)c2ccccc2)cc1	-1%	-14%	-3%	·	·	·
COc1ccccc1NC(=O)COc1ccccc1C(=O)c1cnn(-c2ccccc2)c1	-28%	90%[activator]	?	-2%	24	47*
Cc1[nH]n(-c2ccc([N+](=O)[O-])cc2)c(=O)c1C=NCCN1CCN(C(=O)c2ccccc2F)CC1	8%	-6%	31%[activator]	0%	-13	-3
Cc1cccc(N2CCN(C(=O)c3cc(S(=O)(=O)N4CCCC4)cn3C)CC2)c1C	?	9.3µM*	?	-4%	-5	-1
O=C(Nc1c2c(nn1-c1cccc(Cl)c1)CS(=O)(=O)C2)c1cccs1	-2%	0%	?	-1%	2	-5
COn1c(SCc2ccccc2)nc2ccccc2c1=O	-14%	?	?	3%	10	-2
CCN(CC(=O)Nc1ccccc1OC)C(=O)c1cc(-c2ccccc2)nn1-c1ccccc1	?	?	?	·	·	·
Cc1ccccc1NC(=O)c1c(C)cc(=O)oc1C	9%	3%	10%	7%	-5	-2
Cc1[nH]c(=O)[nH]c(=O)c1S(=O)(=O)N1CCCC1	3%	6%	?	1%	-2	-1
O=C(Nc1ccccc1Cl)OC1CN2CCC1CC2 (stereo not drawn)	-15%	?	14%	-2%	8	12

Other entries follow:
SMILES	HCV inhibitor	Pf growth 48h	Pf growth 96h	Giardia FBPA inh	Shiga toxin inh	Cycloheximide cs
CCOC(=O)c1nnn(-c2nonc2N)c1COc1cc(C)c(Cl)c(C)c1	?	?	76%[activator]	-7%	-15	-4
COc1cccc(CNC(=O)CN2C(=O)COc3ccc(S(=O)(=O)N4CCCCCC4)cc32)c1	-8%	-8%	-9%	·	18	-6
CCOC(=O)N1CCN(c2c(NCCOC)c(=O)c2=O)CC1	-29%	·	30%	-2%	-6	6
CCC(=Nc1ccc(Cc2ccncc2)cc1)c1c(O)n(C)c(=O)n(C)c1=O	6%&-14%	6%	·	-15%	14	-3
CNC(=O)c1nc(C)c(C2(C)CC(c3ccccc3)=NO2)s1 (stereo not drawn)	12%	19%	40%[activator]	-1%	-6	3
CC(=O)c1ccc(N2CCN(S(=O)(=O)c3cc4c(cc3C)NC(=O)CO4)CC2)cc1	2%	?	20%	·	-10	-13
CCOC(=O)C1(CCOc2ccccc2)CCN(Cc2cnc(SC)nc2)CC1	?	10%	-16%	-15%	-10	-2
CCCCNC(=O)c1ccc(Cn2c(=S)[nH]c3c([nH]c4ccc(OC)cc43)c2=O)cc1	?	?	?	5%	-8	1
Nc1nonc1-n1nnc(C(=O)N/N=C/c2cccc(F)c2)c1-c1ccccc1	-18%	5.2µM*	?	-21%	-1	-3
O=C(Nc1nc(-c2cc3ccccc3oc2=O)cs1)c1ccco1	-5%	27%	41%[activator]	-1%	20	12
COc1ccccc1-c1nnc(NC(=O)c2ccc(S(=O)(=O)N3CCCC3)cc2)o1	?	?	?	·	-26	2
CCOc1ccc(Br)cc1S(=O)(=O)Nc1ccc(Cl)c(S(=O)(=O)N(CC)c2ccccc2)c1	-24%&-1%	4%	6%	5%	11	-1
O=C(c1ccc(Cl)cc1)N1CCCC(C(=O)N2CCc3ccccc3C2)C1 (stereo not drawn)	-15%	-4%	1%	2%	6	-1
CC1=NC(C)(C)Cc2ccccc21	19%	-3%	-4%	11%	-17	-2
O=C(O)c1ccc(S(=O)(=O)c2ccc3c(c2)C(=O)N(CC2CCCO2)C3=O)cc1 (stereo not drawn)	19%	1%	-6%	?	-13	1
Cc1cc2ncn(CC(O)COc3cccc(C(=O)O)c3)c2cc1C (stereo not drawn)	-6%	12%	·	-6%	-5	-2
Cc1n[nH]c(=O)c2c(NC(=O)CSc3ccccc3Cl)oc(C)c12	1%	32%	-12%	·	·	·
COC(=O)CCC(=O)Nc1sc(C)c(C)c1C(N)=O	9%	-14%	-26%	0%	-15	1

Compound activity from PubChem BioAssay.
